human PMI inhibitors = human PMI inhibitors, high substrate, primary screen, biochemical, fluorescence intensity, high mannose 6-phosphate (AID 1220) | recombinant PMI enzyme, coupled fluorescence intensity; higher % means a stronger effect | one-dose inhibition, % at 20 µM; IC50 in µM for titrated hits | actives 0.66% (n = 190,000)
WT yeast gro inh = growth inhibition of WT yeast, mitochondrial fusion screen. inhibition, % at 10 µM. mitochondrial fusion phenotypic screen, WT strain. actives 2.1% (n = 190,000); in the data active = inhibition above about 58%; tested in S. cerevisiae
Salmonella PhoP GFP = inhibitors of PhoP regulon expression, primary screen, Salmonella Typhimurium, GFP reporter (AID 1863). inhibition, % at 50 µM, or IC50 in µM where a hit was titrated. actives 0.16% (n = 300,000). S. Typhimurium PhoP-regulated promoter GFP reporter, 4 h; higher % means a stronger effect;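 active = inhibition over 29.93%, a cutoff 3 SD above the screen mean, later confirmed by dose response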;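 note: 0% = low Mg2+ inducing control and 100% = high Mg2+ repressing control; strong numbers were not always called active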
human PMI inhibition = MPI enzyme activity inhibition – biochemical, fluorescence intensity, coupled assay, primary screen (AID 1209); actives 0.42% (n = 190,000); purified PMI enzyme, coupled fluorescence intensity; higher % means a stronger effect; inhibition, % at 20 µM; hits with a dose series show IC50 in µM;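 note: plate controls were DMSO vehicle for no effect and wells lacking substrate for full effect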
Siah-1 displacement = Siah-1 peptide-binding antagonists, primary screen, biochemical, fluorescence polarization, rhodamine-plectin, uHTS (AID 1817); Siah-1 / rhodamine-plectin peptide fluorescence polarization; higher % means a stronger effect; one-dose displacement, % at 20 µM; IC50 in µM for titrated hits; actives 0.02% (n = 290,000);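 active = displacement of at least 50% at 20 µM, with a fluorescence ratio check between 0.3 and a set limit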;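 note: plate controls were Siah plus tracer with DMSO for no effect and tracer alone without Siah for full effect; strong numbers were not always called active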
TNAP activation fold = stimulation of alkaline phosphatase TNAP activity – biochemical, luminescent, no phosphate acceptor, uHTS, primary screen (AID 1001); purified TNAP, luminescent activation assay, no phosphate acceptor; higher activation fold means a stronger effect; activation fold at 20 µM; hits with a dose series show EC50 in µM; actives 0.03% (n = 200,000); in the data active = activation fold from about 3, or a potency from the dose series; inactive = the rest, 99 in 100 with activation fold below about 1.6; note: many of its hits are not listed in these tables
Myeloid diff 2 = promotes myeloid progenitor differentiation; ER-HoxA9 myeloid progenitors, lysozyme-GFP differentiation, flow cytometry; calls only at 10 µM; actives 1% (n = 360,000);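 active = normalized GFP-positive differentiation at or above the plate's own cutoff, the solvent-only control mean plus 3 SD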;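 note: cells exposed to compound for four days before flow analysis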
RSV antiviral HEp-2 = inhibition of RSV-induced cytopathic effect – HEp-2 cells, primary 10 µM value included (AID 2391). HEp-2 cells, RSV-induced CPE inhibition; higher % means a stronger effect. CPE inhibition, % at 10 µM, or IC50 in µM where a hit was titrated. actives 0.13% (n = 310,000); in the data active = a potency from the dose series; note: strong numbers were not always called active
XIAP displacement = XIAP antagonists, biochemical, IAP family, fluorescence polarization (AID 1018) | XIAP BIR domain, fluorescence polarization peptide displacement; higher % means a stronger effect | one-dose displacement, % at 20 µM; IC50 in µM for titrated hits | actives 0.007% (n = 200,000); in the data active = displacement above about 50%; note: a part of the inactive calls stands beside numbers as strong as those of hits
WT yeast gro inh mutant strain = further read-out of WT yeast gro inh, marked with its call; inhibition, %; mitochondrial fusion phenotypic screen, mutant strain inhibition
Myeloid diff 2 GFP+ MAC1+ % = recorded beside Myeloid diff 2, whose call it bears; GFP+ MAC1+ double positive, %; measured here: differentiation confirmed by MAC1 staining
Numbers without * were called inactive. Cut-off read from the data, not from the text of the source, unless noted: active = inhibition above about 50%; inactive = the rest.

`COc1cccc(OC)c1OCCCCn1cnc2ccccc2c1=O` gave human PMI inhibitors -3%, WT yeast gro inh 5, Salmonella PhoP GFP 5%, human PMI inhibition 4%, Siah-1 displacement 1%, TNAP activation fold 1.1, Myeloid diff 2 inactive, RSV antiviral HEp-2 0.1%, XIAP displacement 0.4%, WT yeast gro inh mutant strain 6 and Myeloid diff 2 GFP+ MAC1+ % 0.1.
CCn1ncc(S(=O)(=O)Nc2cc(Cl)ccc2C)c1C was read as Salmonella PhoP GFP -5%, Siah-1 displacement -3%, Myeloid diff 2 inactive, RSV antiviral HEp-2 0.4% and Myeloid diff 2 GFP+ MAC1+ % 0.8.
For O=C(Cn1c(=O)n(-c2ccc(F)cc2)c(=O)c2sccc21)NC1CCCCC1 the results were human PMI inhibitors -6%, WT yeast gro inh -1, Salmonella PhoP GFP -5%, human PMI inhibition -8%, Siah-1 displacement 21%, TNAP activation fold 1.1, Myeloid diff 2 inactive, RSV antiviral HEp-2 2.1%, XIAP displacement -5.2%, WT yeast gro inh mutant strain 12 and Myeloid diff 2 GFP+ MAC1+ % 0.6.
Screening COc1ccc(CNC(=O)CNC(=O)c2ccc(C(C)(C)C)cc2)cc1OC returned Salmonella PhoP GFP 1%, Siah-1 displacement 2%, Myeloid diff 2 inactive, RSV antiviral HEp-2 0.2% and Myeloid diff 2 GFP+ MAC1+ % 0.8.
Screening O=C1CSC(c2ccc(Cl)cc2Cl)N1c1ccccn1 (stereo unspecified) returned human PMI inhibitors 3%, WT yeast gro inh 12, Salmonella PhoP GFP 3%, human PMI inhibition 10%, Siah-1 displacement 5%, TNAP activation fold 1.2, Myeloid diff 2 inactive, RSV antiviral HEp-2 1.0%, XIAP displacement -3.4%, WT yeast gro inh mutant strain 14 and Myeloid diff 2 GFP+ MAC1+ % 0.3.
Cc1cccc(NC(=O)CSc2nnc([C@@H](N)Cc3ccccc3)o2)c1C was read as human PMI inhibitors 5%, WT yeast gro inh -17, Salmonella PhoP GFP -1%, human PMI inhibition 7%, Siah-1 displacement 0%, TNAP activation fold 1.1, Myeloid diff 2 inactive, RSV antiviral HEp-2 -0.7%, XIAP displacement -5.0%, WT yeast gro inh mutant strain 6 and Myeloid diff 2 GFP+ MAC1+ % 2.2.
`Cc1cccc(C)c1NC(=O)N1CC=CCC1` gave Salmonella PhoP GFP 6%, Siah-1 displacement -1%, Myeloid diff 2 inactive, RSV antiviral HEp-2 0.1% and Myeloid diff 2 GFP+ MAC1+ % 0.5.
COCCCNC(=O)/C(C#N)=C/c1ccc(F)cc1 was read as human PMI inhibitors -2%, WT yeast gro inh 1, Salmonella PhoP GFP -7%, human PMI inhibition -13%, Siah-1 displacement 3%, TNAP activation fold 1, Myeloid diff 2 inactive, RSV antiviral HEp-2 2.5%, XIAP displacement -8.3%, WT yeast gro inh mutant strain 13 and Myeloid diff 2 GFP+ MAC1+ % 0.6.
Screening Cc1cccc(N2CCN(S(=O)(=O)c3c(C)noc3/C=C/N(C)C)CC2)c1C returned Salmonella PhoP GFP -8%, Siah-1 displacement 3%, Myeloid diff 2 inactive, RSV antiviral HEp-2 0.6% and Myeloid diff 2 GFP+ MAC1+ % 2.6.
Screening CC(=O)Nc1ccc(Nc2cc(C)nc3c(-c4ccccc4)c(C)nn23)cc1 returned human PMI inhibitors 10%, WT yeast gro inh 25, Salmonella PhoP GFP -10%, human PMI inhibition 18%, Siah-1 displacement -6%, TNAP activation fold 1.5, Myeloid diff 2 inactive, RSV antiviral HEp-2 18%, XIAP displacement -14%, WT yeast gro inh mutant strain 11 and Myeloid diff 2 GFP+ MAC1+ % 0.4.
Screening O=C(Nc1ccc(Cl)c(C(F)(F)F)c1)C(=O)N1CCCCC1 returned human PMI inhibitors 0%, WT yeast gro inh 6, Salmonella PhoP GFP -7%, human PMI inhibition 7%, Siah-1 displacement 6%, TNAP activation fold 1.2, Myeloid diff 2 inactive, RSV antiviral HEp-2 6.0%, XIAP displacement -1.2%, WT yeast gro inh mutant strain -8 and Myeloid diff 2 GFP+ MAC1+ % 0.3.
O=C(COC(=O)c1cncc(Br)c1)Nc1nc(-c2ccc(F)cc2)cs1 was read as Salmonella PhoP GFP 0%, Siah-1 displacement 2%, Myeloid diff 2 inactive, RSV antiviral HEp-2 2.8% and Myeloid diff 2 GFP+ MAC1+ % 0.4.
Screening COc1ccc(CNC(=O)CCCn2nc(C)c3c(C)n(-c4ccccc4)nc3c2=O)cc1 returned Salmonella PhoP GFP -8%, Siah-1 displacement -2%, Myeloid diff 2 inactive, RSV antiviral HEp-2 2.3% and Myeloid diff 2 GFP+ MAC1+ % 0.7.
For Cc1cc(C)c2nc(-c3ccccn3)cc(C(=O)n3cccn3)c2c1 the results were human PMI inhibitors -10%, WT yeast gro inh -2, Salmonella PhoP GFP -1%, human PMI inhibition -15%, Siah-1 displacement -3%, TNAP activation fold 1, Myeloid diff 2 inactive, RSV antiviral HEp-2 4.2%, XIAP displacement -16%, WT yeast gro inh mutant strain -6 and Myeloid diff 2 GFP+ MAC1+ % 0.2.
For Cc1cccnc1-n1c(CCN2C(=O)c3ccccc3C2=O)nc2ccccc2c1=O the results were human PMI inhibitors -4%, WT yeast gro inh -6, Salmonella PhoP GFP -116%, human PMI inhibition 0%, Siah-1 displacement -4%, TNAP activation fold 1.1, Myeloid diff 2 inactive, RSV antiviral HEp-2 2.5%, XIAP displacement -3.0%, WT yeast gro inh mutant strain -15 and Myeloid diff 2 GFP+ MAC1+ % 0.7.
`COc1cc(NC(=O)CN2CCC(C(N)=O)(N3CCCCC3)CC2)c(OC)cc1Cl` gave human PMI inhibitors 2%, WT yeast gro inh 0, Salmonella PhoP GFP -3%, human PMI inhibition 0%, Siah-1 displacement 3%, TNAP activation fold 1.1, Myeloid diff 2 inactive, RSV antiviral HEp-2 0.3%, XIAP displacement 1.4%, WT yeast gro inh mutant strain 21 and Myeloid diff 2 GFP+ MAC1+ % 0.5.
For COc1ccccc1CNC(=O)c1cnn2c(C(F)F)cc(C)nc12 the results were human PMI inhibitors -2%, WT yeast gro inh 6, Salmonella PhoP GFP -3%, human PMI inhibition 1%, Siah-1 displacement -4%, TNAP activation fold 1.1, Myeloid diff 2 inactive, RSV antiviral HEp-2 6.6%, XIAP displacement -0.4%, WT yeast gro inh mutant strain -2 and Myeloid diff 2 GFP+ MAC1+ % 1.0.
Screening CC(=O)N/C(=C\c1ccc(F)cc1)C(=O)NC(Cc1ccccc1)C(=O)O (stereo unspecified) returned Salmonella PhoP GFP -7%, Siah-1 displacement 8%, Myeloid diff 2 inactive, RSV antiviral HEp-2 -0.7% and Myeloid diff 2 GFP+ MAC1+ % 0.4.
O=C(N/N=C/c1ccc(Cl)cc1)c1ccc2c(c1)OCO2 was read as Salmonella PhoP GFP 2%, Siah-1 displacement 37%, Myeloid diff 2 inactive, RSV antiviral HEp-2 -1.4% and Myeloid diff 2 GFP+ MAC1+ % 1.9.
For COc1ccc(C(=O)n2nnc3ccccc32)cc1Br the results were human PMI inhibitors 1%, WT yeast gro inh 3, Salmonella PhoP GFP -8%, human PMI inhibition 5%, Siah-1 displacement 6%, TNAP activation fold 1.1, Myeloid diff 2 inactive, RSV antiviral HEp-2 -0.5%, XIAP displacement -9.7%, WT yeast gro inh mutant strain 13 and Myeloid diff 2 GFP+ MAC1+ % 0.7.
CCOC(=O)c1c(-c2ccccc2)csc1NC(=O)C(C)NCc1ccco1 (stereo unspecified) was read as human PMI inhibitors -61%, WT yeast gro inh 28, Salmonella PhoP GFP -3%, human PMI inhibition -24%, Siah-1 displacement 4%, TNAP activation fold 1.2, Myeloid diff 2 inactive, RSV antiviral HEp-2 2.3%, XIAP displacement -0.2%, WT yeast gro inh mutant strain 4 and Myeloid diff 2 GFP+ MAC1+ % 0.7.
Screening COc1ccc(NC(=O)CSc2nc3nc(-c4cccs4)cc(C(F)(F)F)c3c(=O)[nH]2)c(OC)c1 returned human PMI inhibitors 50%, WT yeast gro inh -11, Salmonella PhoP GFP 1%, human PMI inhibition 17%, Siah-1 displacement 12%, TNAP activation fold 1, Myeloid diff 2 inactive, RSV antiviral HEp-2 20%, XIAP displacement -0.9%, WT yeast gro inh mutant strain -17 and Myeloid diff 2 GFP+ MAC1+ % 0.6.
Screening Cc1c(C(=O)NC(=S)NCC(C)C)oc2ccccc12 returned human PMI inhibitors 5%, WT yeast gro inh 9, Salmonella PhoP GFP -6%, human PMI inhibition 10%, Siah-1 displacement 9%, TNAP activation fold 1.1, Myeloid diff 2 inactive, RSV antiviral HEp-2 0.9%, XIAP displacement -4.2%, WT yeast gro inh mutant strain -7 and Myeloid diff 2 GFP+ MAC1+ % 0.6.
For O=C(COC(=O)c1ccco1)NCc1ccco1 the results were human PMI inhibitors 4%, WT yeast gro inh 7, Salmonella PhoP GFP 6%, human PMI inhibition 7%, Siah-1 displacement -1%, TNAP activation fold 1.1, Myeloid diff 2 inactive, RSV antiviral HEp-2 0.9%, XIAP displacement -0.4%, WT yeast gro inh mutant strain -17 and Myeloid diff 2 GFP+ MAC1+ % 0.9.
For Cc1nc2ccc(Cl)cc2nc1C the results were Salmonella PhoP GFP -4%, Siah-1 displacement 12%, Myeloid diff 2 inactive, RSV antiviral HEp-2 3.8% and Myeloid diff 2 GFP+ MAC1+ % 0.5.
COc1cccc(C(=O)NCC(=O)OCC(=O)Nc2ncc(Cl)cc2Cl)c1 was read as human PMI inhibitors 15%, WT yeast gro inh 12, Salmonella PhoP GFP -4%, human PMI inhibition -10%, Siah-1 displacement 6%, TNAP activation fold 1.1, Myeloid diff 2 inactive, RSV antiviral HEp-2 -0.4%, XIAP displacement 0.7%, WT yeast gro inh mutant strain -2 and Myeloid diff 2 GFP+ MAC1+ % 0.6.
For COc1ccc(Cl)cc1NC(=S)NNC(=O)c1cccs1 the results were human PMI inhibitors -4%, WT yeast gro inh 13, Salmonella PhoP GFP -9%, human PMI inhibition -4%, Siah-1 displacement 9%, TNAP activation fold 2.5, Myeloid diff 2 inactive, RSV antiviral HEp-2 9.5%, XIAP displacement -5.6%, WT yeast gro inh mutant strain 15 and Myeloid diff 2 GFP+ MAC1+ % 0.9.
`Nc1nc(Nc2ccccc2)nc(N2CCCC2)c1[N+](=O)[O-]` gave Salmonella PhoP GFP -6%, Siah-1 displacement -1%, Myeloid diff 2 inactive, RSV antiviral HEp-2 8.6% and Myeloid diff 2 GFP+ MAC1+ % 0.7.
CCN(CC(=O)NCc1cccs1)C(=O)c1cc(S(=O)(=O)N2CCOCC2)ccc1C was read as human PMI inhibitors 6%, WT yeast gro inh -6, Salmonella PhoP GFP -11%, human PMI inhibition 12%, Siah-1 displacement 0%, TNAP activation fold 0.9, Myeloid diff 2 inactive, RSV antiviral HEp-2 0.2%, XIAP displacement -6.7%, WT yeast gro inh mutant strain 2 and Myeloid diff 2 GFP+ MAC1+ % 1.5.
